# 12-hLO inh – 12-hLO (ALOX12) enzyme inhibition; P18054; purified 12-hLO, xylenol orange hydroperoxide absorbance; Potency, µM (series often up to 57.1 µM), inactives show at the top dose activity change, negative = inhibition, most hits filed as inhibitors; AID 1452; actives 0.12% (n = 150,000); further: potency means the concentration at half of the fitted maximal effect; nearly all actives have a fitted effect of over 55% in size; many of its hits are not listed in these tables
# Target sequence (P18054 whole entry, looked up): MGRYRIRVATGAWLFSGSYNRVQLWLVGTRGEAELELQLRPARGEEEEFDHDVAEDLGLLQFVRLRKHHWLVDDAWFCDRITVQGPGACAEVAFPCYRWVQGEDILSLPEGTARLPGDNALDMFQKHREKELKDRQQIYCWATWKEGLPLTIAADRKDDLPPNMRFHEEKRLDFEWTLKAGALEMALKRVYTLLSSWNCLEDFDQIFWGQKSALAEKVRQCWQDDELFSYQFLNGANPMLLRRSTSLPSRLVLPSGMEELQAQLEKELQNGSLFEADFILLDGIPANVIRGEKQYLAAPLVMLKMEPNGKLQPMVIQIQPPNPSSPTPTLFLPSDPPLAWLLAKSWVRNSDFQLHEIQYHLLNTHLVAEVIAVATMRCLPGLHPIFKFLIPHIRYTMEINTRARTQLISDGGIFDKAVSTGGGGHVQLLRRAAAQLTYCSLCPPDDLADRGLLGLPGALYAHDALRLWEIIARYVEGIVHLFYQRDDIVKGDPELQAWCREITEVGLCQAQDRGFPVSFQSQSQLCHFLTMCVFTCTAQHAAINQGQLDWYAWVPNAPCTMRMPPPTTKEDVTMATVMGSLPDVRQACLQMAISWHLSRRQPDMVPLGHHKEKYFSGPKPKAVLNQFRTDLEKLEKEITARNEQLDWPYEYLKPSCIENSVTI
#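 Purified human 12hLO (150 nM final) was preincubated with compounds for 15 min at room temperature in 25 mM Hepes pH 7.0, 0.01% Triton X-100, then reacted with 40 uM arachidonic acid for 30 min. Hydroperoxide was detected with ferrous iron/xylenol orange.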
# ALOX15B inhib – inhibitors of human 15-lipoxygenase 2 (ALOX15B) | O15296 | purified 15hLO-2, xylenol orange hydroperoxide absorbance | Potency, µM (doses to about 57.1 µM), for the others: at the highest dose activity change, negative = inhibition, actives largely listed as inhibitors | actives 0.56% (n = 110,000) | AID 881; further: potency means the concentration at half of the fitted maximal effect; nearly all actives have a fitted effect of over 60% in size; many of its hits are not listed in these tables
#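 Screening format was qHTS against 50 nM purified 15hLO-2 in Hepes pH 7.5 with detergent. Activity follows hydroperoxide formation from 45 uM arachidonic acid, measured as 573:405 nm absorbance ratio of the ferric-xylenol orange complex.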
# IMPase cell inh – IMPase inhibition in cells. P97697. CHO-M1 cells, IP1 accumulation, HTRF TR-FRET ratio. inhibition (IP1 accumulation), % at 46.1 µM. 120,000 tested, under 10 active. AID 901; active means well fitted curve in the direction sought with a large enough effect in the signal ratio, not every such curve was filed as active; inconclusive means small, poorly fitted or top-dose-only effect, or a change in a side signal; inactive means no such curve, though single readings can be large or run the other way; the % refers to the signal ratio;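 further: cells stimulated with carbachol in lithium chloride buffer; plate controls were DMSO basal wells for no effect and reference inhibitor wells for full effect; higher means more IMPase inhibition seen as more IP1 and lower FRET ratio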
# Target sequence (P97697 whole entry, looked up): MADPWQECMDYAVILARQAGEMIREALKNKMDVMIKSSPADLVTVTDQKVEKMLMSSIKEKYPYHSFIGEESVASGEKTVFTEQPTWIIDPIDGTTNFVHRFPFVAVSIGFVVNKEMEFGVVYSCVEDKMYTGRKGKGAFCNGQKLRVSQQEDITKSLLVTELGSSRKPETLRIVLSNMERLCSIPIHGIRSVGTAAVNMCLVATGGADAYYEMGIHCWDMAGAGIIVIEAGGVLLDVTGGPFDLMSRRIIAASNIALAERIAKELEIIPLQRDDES
#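 CHO-M1, 2000 cells/well, cultured 16–30 h; cpd up to 46 uM; carbachol (50 uM solution, stimulation buffer w/ 50 mM LiCl, pH 7.4), 30 min 37C; IP-One TR-FRET, 10 min RT; Ex 320/Em 665, 620; Hill-fit AC50.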
# PNC inhibitor – inhibitors of perinucleolar compartment assembly. activity change (PNC), negative = inhibition, % at 10 µM. actives 3.1% (n = 140,000). PC3M PTB-GFP, PNC prevalence imaging, 16 h; stronger effect = lower value;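 active means readout at or below -70, meaning at least 70% loss of cells showing the perinucleolar compartment, a nuclear body marking cancer cells; inconclusive means readout between -30 and a set limit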;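 further: plate controls were DMSO wells for no effect and camptothecin positive control wells for full effect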
#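 Compounds are pinned in duplicate onto adhered PC3M cells stably expressing GFP-tagged PTB and incubated 16 h at 37 C. Cells are then fixed, nuclei stained with Hoechst, and PNC-positive cells counted.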
# The depositor's hits bear a star; ? = inconclusive; nt = not tested or not shown; [ ] = another dose, or the depositor's remark. Unless noted, the call rests on the fitted dose curve; in most records, active means well fitted curve in the direction sought with a large enough effect; inconclusive means small, poorly fitted or top-dose-only effect, or another doubt; inactive means no such curve, though single readings can be large; an effect the other way counts as inactive or inconclusive. Unless noted, on the % scale 0 is the no-effect control and ±100 the full control effect. The list is partial; count on the stated rates, not on these rows.
Structure	ALOX15B inhib	12-hLO inh	PNC inhibitor	IMPase cell inh
CCCN1C(=O)NC2(O)C(=O)c3ccccc3C12O (stereo not given)	-3%	-7%	?	0
O=C(COC(=O)c1ccccc1Br)NCCc1ccc(F)cc1	nt	-1%	?	0
CS(=O)(=O)N1CCCC(C(=O)NCCCN2CCN(Cc3ccccc3)CC2)C1 (stereo not given)	16%	2%	9	2
CC(C)(C)c1ccc(C(=O)NCCCN2CCN(CCCNC(=O)c3ccc(C(C)(C)C)cc3)CC2)cc1	nt	0%	76	nt
O=C(O)c1ccc(N2CCCCCC2)c(N2C(=O)c3ccccc3C2=O)c1	-3%	-5%	-4	7
Cc1cc(C)c(S(=O)(=O)Nc2ccc(OCC(=O)O)cc2)c(C)c1	3%	-3%	-27	6
COc1c(-c2ccc(O)c(O)c2)oc2cc(O)cc(O)c2c1=O	-3%	-4%	nt	8
C1COCCNCCOCCOCCN1	nt	0%	45	4
COc1ccc(-n2nnnc2SCC(=O)N2CCOCC2)cc1	-2%	2%	-22	1
CCc1cccc2c(C(=O)CSc3nncn3-c3ccc(OC)cc3)c[nH]c12	nt	2%	-104*	nt
C[C@@H]1C(=O)OC2C[C@@]34[C@H]5C[C@@H](C(C)(C)C)[C@@]36C(O)C(=O)O[C@H]6O[C@@]4(C(=O)O5)[C@]21O (stereo not given in full)	0%[0.0915 µM]	-2%[0.00818 µM]	nt	nt
NS(=O)(=O)c1ccc(NC(=O)C2CCCN(S(=O)(=O)c3ccc(F)cc3)C2)cc1 (stereo not given)	nt	1%	77	18
C=CCn1c(SCC(=O)NC2CCS(=O)(=O)C2)nnc1-c1cc2c(s1)CCC(CC)C2 (stereo not given)	nt	0%	59	-3
COc1ccc(OC)c(/C=N/NC(=O)CCc2ccc(O)c(O)c2)c1	nt	-7%	7	nt
Cc1c(C(=O)Nc2ccccc2)sc2nc(-c3ccccc3)cn12	0%	-8%	51	2
O=C(N1CCOCC1)N(CCN1CCOCC1)Cc1cccc2ccccc12	11%	4%	-2	4
COc1ccccc1N1CCN(C(c2ccc(N(C)C)cc2)c2nnnn2CCc2ccccc2)CC1 (stereo not given)	nt	-2%	6	8
CCC12CN(C(=O)c3ccc(OC)cc3)CC(CC)(CN(C(=O)c3ccc(OC)cc3)C1)C2=O	-1%	-7%	11	-3
CCOc1ccc(NC(=S)N(CCc2c(C)[nH]c3ccc(C)cc23)Cc2cccnc2)cc1	nt	-10%	27	nt
Cc1ccc(OCCNC(=O)/C=C/c2ccccc2)cc1C	nt	-4%	48	nt
CC1Cc2cc(/C(O)=C3/C(=O)C(=O)N(CCCN(C)C)C3c3ccncc3)ccc2O1 (stereo not given)	-3%	-3%	26	-13
CSc1nc2nc3c(c(=O)n2[nH]1)CCCC3	7%	18%	?	3
C[C@@](N)(C(=O)O)c1cccc(CC(=O)O)c1	-3%	-6%	nt	5
COc1cccc(NC(=O)CSc2nnc(Cn3nnc4ccccc43)n2C)c1	nt	-2%	6	-3
Cc1ccccc1NC(=O)Nc1nnc(CC(=O)NCc2ccccc2)s1	nt	-1%	-7	nt
O=C(c1cccs1)N(Cc1ccco1)Cc1cc2ccccc2[nH]c1=O	-11%	-9%	-117*	6
COC(=O)Cn1c(=NC(=O)c2ccc(OC)cc2)sc2cc(OC)ccc21	nt	2%	-21	-1
CCOc1cc(OCC)cc(C(=O)Nc2cccc(C(C)=O)c2)c1	nt	3%	-2	nt
O=C1CCCCN1CCc1c[nH]c2ccccc12	nt	3%	?	-10
O=C(OCC(F)(F)C(F)F)c1ccccc1C(=O)Oc1ccc(F)cc1F	5%	-6%	12	9
COc1ccc(-c2csc(NS(=O)(=O)c3ccc([N+](=O)[O-])cc3)n2)cc1	nt	-7%	21	nt
O=C(O)CCc1nnc2n(Cc3ccc(F)cc3)c(=O)c3ccccc3n12	3%	-3%	-11	-3
Cc1ccc(Nc2nc(N)nc(CN3CCN(C)CC3)n2)cc1	47%[activator]	2%	?	-11
O=C(NCCc1ccccc1)c1ccc2c(c1)N(Cc1ccccc1)C(=O)CS2=O (stereo not given)	-2%	-13%	-30	2
CC1(C)CC(=O)c2cc(C(=O)Nn3cnnc3)c(=O)n(-c3ccccc3)c2C1	-4%	-3%	36	0
COc1ccc(-c2cc(C(F)(F)F)nc(N3CCOCC3)n2)cc1OC	6%	-3%	-10	14
COc1ccccc1CNC(=O)c1ccc(-c2ccccc2C(F)(F)F)o1	nt	-4%	?	nt
CC(=O)Nc1cc2ccccc2oc1=O	4%[25.6 µM]	-3%[25.6 µM]	nt	-5[20.6 µM]
CCn1cc(Br)c(-c2nc3ccccc3c(=O)n2N)n1	-4%	-3%	1	-6
CCOc1ccc(-c2nnn(CC(=O)NCc3ccc(OC)cc3)n2)cc1OCC	-9%	3%	46	-7
Cc1cc(=O)[nH]c(N/N=C/c2sccc2C)n1	nt	-6%	-9	nt
Cc1cccc(C)c1NC(=S)Nc1c(C)n(C)n(-c2ccccc2)c1=O	nt	-2%	0	nt
COc1ccc(C2C(C(=O)c3ccccc3)=C(C)Nc3nc4ccccc4n32)c(OC)c1 (stereo not given)	nt	0%	66	nt
CCOC(=O)c1cc2sc(C)cc2n1CCCN1C(=O)c2ccccc2C1=O	7%	-11%	-25	5
CC(=O)c1cccc(NC(=O)N2CCCC2C(=O)NC2CCCCC2)c1 (stereo not given)	-2%	-6%	?	10

# 2 entries from above, as labelled records:
> CC(=O)Nc1cc2ccccc2oc1=O
  ALOX15B inhib: 4%[25.6 µM]; 12-hLO inh: -3%[25.6 µM]; PNC inhibitor: nt; IMPase cell inh: -5[20.6 µM]
> CCn1cc(Br)c(-c2nc3ccccc3c(=O)n2N)n1
  ALOX15B inhib: -4%; 12-hLO inh: -3%; PNC inhibitor: 1; IMPase cell inh: -6

# (next part)
Structure	ALOX15B inhib	12-hLO inh	PNC inhibitor	IMPase cell inh
CCOC(=O)c1ccc2c(c1)N(CC(=O)N1CCCCC1)C(=O)C(C)(C)O2	nt	-5%	5	4
Cc1cc(O)c(C2=Nc3ccccc3SC(c3ccc(Cl)cc3)C2)c(=O)o1 (stereo not given)	nt	3%	-26	nt
O=C(N/N=C/C1=C(N2CCOCC2)C(=C\c2ccccc2)/CC1)Nc1ccccc1	nt	-2%	-9	nt
CC(C)NC(=O)CCS(=O)(=O)c1cccc2nonc12	-6%	0%	13	6
O=C(Nc1ccc(Cl)cc1C(=O)NCc1cccnc1)c1ccc(Cl)cc1Cl	nt	-3%	29	4
CCOc1ccc2c3c(c(=O)oc2c1OCC)CCCC3	-3%	-1%	?	-6
Cc1ccc(CSc2nnc(-c3ccco3)o2)cc1	-6%	-4%	?	-6
O=C(CSc1nnnn1-c1ccc(Cl)cc1)NC(=O)Nc1ccc2c(c1)OCCO2	nt	0%	11	16
COc1cccc(C2NC(=O)NC(C)=C2C(=O)Nc2ccccc2C)c1 (stereo not given)	6%	-3%	-4	5
CCOC(=O)N1CCN(C(=O)Nc2sc3nc4n(c(=O)c3c2C)CCC(C)CC4)CC1 (stereo not given)	-20%	-23%	-18	?
OC1CCC2Cc3ccccc3N=C12 (stereo not given)	-3%	-4%	nt	2
COc1ccc(N2CCN(Cc3nc4c(c(=O)n(C)c(=O)n4C)n3CC(C)=O)CC2)cc1	nt	-1%	-9	2
O=C(CSc1nnc(CN2CCOCC2)n1-c1ccccc1)N1CCc2ccccc21	2%	1%	-3	28
Cc1ccc(S(=O)(=O)CCC(=O)Nc2ccc3nc(C)sc3c2)cc1	nt	-1%	-22	nt
CN(C)S(=O)(=O)c1ccc(C(=O)Nc2nc(-c3cc4ccccc4o3)cs2)cc1	nt	2%	-17	nt
CCOC(=O)CSc1[nH]c(=O)cc(C)c1C#N	-2%	1%	-18	-8
COc1ccccc1[C@H]1C(c2cccc(Cl)c2)=NN(c2ccccc2)[C@@H]1CO	-22%[0.0915 µM]	-1%[0.00818 µM]	nt	nt
CCC(CO)n1cnnc1-c1ccncc1 (stereo not given)	2%[11.4 µM]	-1%	29	4[1.84 µM]
CCOC(=O)c1c(C)[nH]c(C(=O)OCCOc2ccccc2C)c1C	nt	-4%	8	18
CCn1c(NCc2ccccn2)nc2ccccc21	nt	0%	-10	2
COc1cc(NC(=O)Cn2c(C)cc3ccccc3c2=O)cc(OC)c1OC	-8%	0%	-7	?
CN1CCN(C(=O)c2cc3c(s2)-c2ccccc2S(=O)(=O)C3)CC1	-2%	2%	-26	-11
CCOC(=O)C1CCCN(C(=O)CCC(=O)Nc2ccc3nc(N4CCOCC4)cc(C)c3c2)C1 (stereo not given)	3%	1%	-28	-5
COc1ccc([N+](=O)[O-])cc1NC(=S)NC(NC(=O)C(c1ccccc1)c1ccccc1)C(Cl)(Cl)Cl (stereo not given)	?	-17%	-6	-10
Cc1ccc(C)c2nc3sc(C(=O)N4CCCc5ccccc54)c(N)c3cc12	-17%	-4%	?	2
CC1CC(C)CN(c2ncnc3c2cnn3-c2ccc(Cl)cc2)C1 (stereo not given)	nt	-1%	54	-1
O=C(Nc1nnc(C2COc3ccccc3O2)o1)c1ccc(F)cc1 (stereo not given)	nt	-8%	15	3
CCCc1nc2oc3cc(OC)ccc3c(=O)c2c(=O)n1Cc1ccco1	-7%	-20%	54	6
CCOC(=O)c1c(CN(CC)CC)oc2ccc(OC)cc12	nt	4%	-100*	-5
CC(=O)OCC(=O)c1ccc2ccn(C(C)=O)c2c1	nt	4%	-100*	-7
O=C(NCc1cccnc1)c1sc2cc(Cl)ccc2c1Cl	23%	5%	?	-7
CN(CCNC(=O)c1cn(C)c2ccc(S(=O)(=O)N3CCCC3)cc2c1=O)CCc1ccccc1	31%[activator]	-3%	?	8
CN(C)S(=O)(=O)c1ccc(C(=O)OCc2ccc(C#N)cc2)cc1	-5%	2%	?	0
CCCCCCn1c(N2CCN(c3cccc(Cl)c3)CC2)nc2c1c(=O)[nH]c(=O)n2C	-5%	-3%	?	?
COc1ccc(-n2c(SCC(=O)Nc3nc(C)cs3)nnc2-c2ccoc2C)cc1	nt	-1%	?	5
Cc1ccc(C(=O)ONc2ccc(N=NC(=O)c3ccccc3O)cc2)cc1	?	3%	28	0
CC1CN(C)C(C)CC1NCc1ccc2c(c1)OCO2 (stereo not given)	2%	-2%	-13	1
CCOC(=O)c1ccc(NC(=S)NCCCN2CCCCC2)cc1	20%	5%	98	3
CCOc1ccc(CCNC(=O)CN2CCN(Cc3ccccc3F)C2=O)cc1OCC	-4%	3%	27	4
CCC1=C(OC(=O)N(CC)CC)N2C(=O)OC(=NCCc3c[nH]c4ccccc34)[C@]2(Cc2ccccc2)[C@H]2C1=CC[C@H]1C(=O)N(CC)C(=O)[C@H]12	-6%	-7%	nt	nt
COCc1ccc(O)c2ncccc12	20%	?	-20	-3
CC(C)c1ncc(C(O)c2cccc3ccccc23)n1C (stereo not given)	2%	0%	48	14
CCn1c(-c2ccc(F)cc2)cnc1SCC(=O)N1CCc2ccccc21	nt	0%	?	?
Brc1ccc(N=Cc2ccccn2)cc1	nt	-4%	47	nt
COc1cccc(C2=NOC(C(=O)NCc3ccc(F)cc3)C2)c1 (stereo not given)	-3%	-7%	27	5
CCOC(=O)c1[nH]c(C)c(C(=O)OCC(=O)N2CC(=O)Nc3ccccc32)c1C	nt	0%	6	11
O=C(O)C1C2C=CC(C2)C1C(=O)N1CCc2ccccc21 (stereo not given)	-11%	-7%	?	1
CCOCCc1nnc(NC(=O)CSc2ccccc2)s1	-9%	-8%	?	-2

# Screening data: PubChem BioAssay, National Center for Advancing Translational Sciences (NCATS)
